aGlu spleen mod: inhibits or activates alpha-glucosidase in human spleen homogenate. Potency, µM (highest dose often 79.9 µM), for the others: at the top dose activity change, negative = inhibition, usual class: inhibitors. AID 2112. 240,000 compounds, 0.006% hits. human spleen homogenate, 4-MU-alpha-glucoside fluorescence. P10253;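 also: potency is read from the fitted curve at half-maximal effect; 0% = enzyme with vehicle and -100% = no enzyme basal signal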
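Human spleen homogenate (1 ug) with 4-methylumbelliferyl-alpha-D-glucopyranoside (1 mM final) in 50 mM citrate/phosphate pH 5.0, 0.01% Tween-20; 40 min at 37 C. Stopped at pH 10; 4-MU fluorescence Ex 365/Em 440 nm; AC50 by Hill fit.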
HTT aggregate: inhibitors of mutant huntingtin aggregate formation in PC12 cells. PC12 HttQ103-GFP aggregates, Acumen cytometry, 40 h. Potency, µM (doses to about 46.1 µM), for the others: at the highest dose activity change, negative = inhibition, most hits filed as inhibitors. 220,000 compounds, 1.1% hits. AID 1688; also: potency is read from the fitted curve at half-maximal effect; % is scaled to controls: 0 for no effect and ±100 for the full control effect; nearly all actives have a fitted effect of over 60% in size
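Multiplexed with ATP-based cell death, this channel scores GFP aggregates in PC12 cells expressing inducible HTTex1-Q103-GFP. Induction used 100 nM tebufenozide; compounds were tested in concentration series.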
HTT cytoprotect: protects HTT-Q103 PC12 cells, measured by ATP | Potency, µM (top dose mostly 56.4 µM), inactives show cytoprotection (ATP increase), usual class: activators | PC12 HTT-Q103 induced, cytoprotection, ATP luminescence, 40 h | 230,000 compounds, 0.14% hits;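 also: potency is read from the fitted curve at half-maximal effect; % of control where 0% means no effect; nearly all actives have a fitted effect of over 45% in size; toxic huntingtin expression switched on by the ecdysone agonist tebufenozide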
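PC12 cells stably carrying ecdysone-inducible Htt exon 1 (Q103)–GFP were induced with 100 nM tebufenozide (final) alongside library compounds in a dose series. Cytoprotection was scored as retained ATP by ATPlite luminescence.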
LMNA splice mod: LMNA splicing modulation. HeLa LMNA splicing GFP/RFP minigene ratio, 48 h. Potency, µM (doses to about 46.1 µM), for the others: top-dose ratio change, negative = inhibition, most hits filed as inhibitors. 200,000 compounds, 0.01% hits. AID 1487; active = well fitted inhibition curve with a large enough effect in the signal ratio, with a control signal flat, not every such curve was filed as active; inconclusive = small, poorly fitted or top-dose-only effect, or effect the other way, or a change in a side signal; the % refers to the signal ratio; also: potency is read from the fitted curve at half-maximal effect; % is scaled to controls: 0 for no effect and ±100 for the full control effect
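Read-out is the ratio of GFP to DsRed2 object intensity, acquired by 488 nm laser-scanning cytometry on HeLa lamin A-EGFP minigene reporter cells. Compound incubation 48 hrs at 37 °C in Opti-MEM with 2% FBS; DMSO 0.5% final.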
GAA glycogen: inhibitors or activators of human alpha-glucosidase glycogen cleavage; P10253; recombinant GAA, glycogen substrate, Amplex Red glucose oxidase fluorescence; Potency, µM (top dose mostly 76.4 µM), inactives show top-dose activity change, negative = inhibition, actives largely listed as inhibitors; 300,000 compounds, 0.38% hits; AID 2100;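 also: potency is read from the fitted curve at half-maximal effect; 0% = full enzyme reaction and -100% = no-enzyme basal signal; the screen sought inhibitors and activators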
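Natural-substrate format: glycogen cleavage by 4 nM human enzyme, glucose read by Amplex Red coupling (Ex 573, Em 610 nm). Normalized to enzyme and no-enzyme controls.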
CBFb-RUNX1 inh: blocks binding between human CBF-beta and RUNX1. Q01196+Q13951. AlphaScreen CBFb-His/RUNX1-biotin binding, biochemical. Potency, µM (titrated, usually from 59.8 µM), inactives show top-dose activity, negative = inhibition, actives largely listed as inhibitors. 230,000 tested, under 10 active. AID 1477; also: % of control where 0% means no effect
Target sequence (Q01196 whole entry, looked up): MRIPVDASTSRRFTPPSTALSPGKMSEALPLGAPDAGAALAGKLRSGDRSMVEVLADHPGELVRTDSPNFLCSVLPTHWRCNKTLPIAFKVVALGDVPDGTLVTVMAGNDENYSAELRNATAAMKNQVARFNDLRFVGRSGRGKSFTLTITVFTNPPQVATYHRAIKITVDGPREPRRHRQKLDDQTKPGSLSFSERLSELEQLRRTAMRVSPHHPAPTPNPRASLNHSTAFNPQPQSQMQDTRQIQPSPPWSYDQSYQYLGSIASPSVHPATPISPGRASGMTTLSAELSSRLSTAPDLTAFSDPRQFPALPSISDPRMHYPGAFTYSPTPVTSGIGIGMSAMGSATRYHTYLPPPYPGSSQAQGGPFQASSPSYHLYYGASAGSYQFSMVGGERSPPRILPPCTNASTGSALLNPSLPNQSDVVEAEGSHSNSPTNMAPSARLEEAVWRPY
Target sequence (Q13951 whole entry, looked up): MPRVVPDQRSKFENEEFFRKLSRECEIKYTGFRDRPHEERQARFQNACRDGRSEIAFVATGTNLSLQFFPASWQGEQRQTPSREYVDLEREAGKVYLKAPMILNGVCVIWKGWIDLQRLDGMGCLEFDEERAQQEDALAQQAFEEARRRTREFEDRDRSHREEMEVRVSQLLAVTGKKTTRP
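Interaction loss through any mechanism counts as activity. Pre-formed complex of His-CBF-beta and biotin-RUNX1 (30 nM apiece) is incubated with compound 15 min, then with 50 ng nickel and 50 ng streptavidin beads for 90 min before AlphaScreen detection.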
GAA inh: inhibitors of human lysosomal alpha-glucosidase; P10253; 200,000 compounds, 0.005% hits; AID 1466; Potency, µM (top dose mostly 76.9 µM), inactives show top-dose activity change, negative = inhibition, most hits filed as inhibitors; purified human GAA, 4-MU-alpha-glucoside fluorescence;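 also: potency is read from the fitted curve at half-maximal effect; plate controls were uninhibited enzyme wells for no effect and no-enzyme background for full effect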
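Fluorogenic assay: 4 nM human alpha-glucosidase with 400 uM 4-methylumbelliferyl-alpha-D-pyranoside in 50 mM citrate/phosphate, 0.005% Tween-20, pH 5.0, 20 min at room temperature. Compounds tested up to 77 uM; AC50 from Hill fits.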
An asterisk follows results filed as active; ? = inconclusive; / = no result given; [ ] = dose if it differs, or a comment. Unless noted, calls follow the shape of the dose curve; as a rule, active = well fitted curve in the direction sought with a large enough effect; inconclusive = small, poorly fitted or top-dose-only effect, or another doubt; inactive = no such curve, though single readings can be large; an effect the other way counts as inactive or inconclusive. An unsorted share of the library; overall some 1.5% were active at least once.

Values in the order – aGlu spleen mod, HTT aggregate, HTT cytoprotect, LMNA splice mod, GAA glycogen, CBFb-RUNX1 inh, GAA inh
> CC(=O)Nc1ccc(NC(=O)C/C(C)=N/NC(=O)C(=O)N2CCCC2)cc1
    5%, 14%, -8%, 14%, -13%, 2%, -15%
> COC(C[C@@H](O)[C@H](C)[C@H](O)COCc1ccccc1)OC
    0%, -7%[9.22 µM], 2%[10 µM], /, 7%, 11%, /
> NC(=S)NN=C(Cc1ccccc1)Cc1ccccc1
    1%, ?, -6%[10 µM], ?, ?, -7%, 3%
> C=CCn1c(SCc2c(C)noc2C)nc2ccccc2c1=O
    5%, ?, -62%[inhibitor][10 µM], 2%, 12%, -2%, -10%
> COc1ccc(Cn2c(O)cc(=O)[nH]c2=O)cc1
    -7%, 20%, -16%[10 µM], -5%, -19%, -4%, 0%
> Cn1nccc1NC(=O)Nc1ccc(Cl)cc1
    -1%, -4%[9.22 µM], 22%[10 µM], /, -3%, 3%, /
> N#Cc1nccnc1S(=O)(=O)c1cccs1
    -7%, -39%[9.22 µM], -22%[10 µM], ?, -1%, 16%, -1%
> Cc1cccc(-n2nnnc2SCC(=O)NCC2CCCO2)c1 (stereo not drawn)
    5%, -19%[9.22 µM], -3%[10 µM], /, 5%, 16%, /
> CNc1ccccc1C(C)(C)c1ccn[nH]1
    -2%, -5%[9.22 µM], -12%, /, -2%, 5%, -24%
> C#CC1CN(Cc2ccccc2)CC(C#C)N1C (stereo not drawn)
    0%, 2%, -4%, 4%, 6%, 4%, 6%
> CC(C)c1nc2scc(-c3ccc(Cl)cc3)c2c(=O)n1N
    2%, -16%[9.22 µM], 2%[10 µM], /, -2%, 17%, /
> O=C(OC1CCOC1=O)c1cc(-c2cccc(Br)c2)nc2ccccc12 (stereo not drawn)
    5%, -5%, -66%[inhibitor], /, -12%, 9%, -5%
> N=C1S/C(=C\c2ccc(O)cc2)C(=O)N1c1ccc(F)cc1
    -23%, -29%, -16%, /, 0%, -12%, -2%
> CCCCOC(=O)Cn1cnc2ccc(Br)cc2c1=O
    -5%, -3%, 2%, ?, -10%, 1%, -2%
> CC(C)(C)NC(=O)C1CCN(C(=O)c2ccc(Br)cc2)CC1
    6%, -3%, -11%[0.074 µM], -5%, 5%, 5%, -10%
> CCCCS(=O)(=O)c1sc2nc3c(cc2c1N)CCCC3
    -7%, ?, -2%, ?, -1%, 16%, -2%
> CC(=O)c1ccc(OC(C)C)c(CC(C(N)=O)C(N)=O)c1
    2%, -3%, -4%, 1%, 4%, 0%, 8%
> COC(=O)C(=O)/C=C(\O)c1c(C)cc(C)cc1C
    2%, -10%[9.22 µM], -7%[10 µM], /, -6%, 11%, /
> Cc1nnc(SCC(=O)c2ccc(S(=O)(=O)N3CCOCC3)cc2)n1-c1ccccc1
    -1%, 8%, -35%, 7%, -10%, -2%, -6%
> NC1=NC2(CCN(Cc3ccccc3)CC2)n2c(nc3ccccc32)N1
    -7%, -4%, 8%, 3%, -4%, -4%, -1%
> CCOc1ccc(CC(=O)Nc2nccs2)cc1
    -17%, 6%, -10%, 25%[9.22 µM], 5%, 15%, 5%
> COC(=O)c1sccc1-n1cccc1C(=O)C(=O)N1CCCCC1
    -5%, -2%, 6%, -10%, 2%, 12%, -6%
> CC(C)(C)SCCNC(=O)/C=C/c1ccc(F)cc1
    -9%, 9%, 8%[10 µM], -15%, -2%, -3%, 1%
> COc1ccccc1NS(=O)(=O)c1ccc(/C=C/C(=O)O)cc1
    -4%, 2%, 8%, 1%[46 µM], 0%, -2%, -6%
> O=C(Cn1c(=O)[nH]n(-c2ccccc2)c1=O)N1CCCc2ccccc21
    -2%, 1.3µM*, -20%[10 µM], 2%, -26%, 13%, -7%
> CCc1ccc(C(C(=O)NCc2ccc(OC)cc2)N(CCOC)C(=O)Cc2cccs2)cc1 (stereo not drawn)
    2%, -17%, -21%, 5%, -8%, 3%, -2%
> CN(CC1CCCO1)S(=O)(=O)c1ccc(C(=O)Nc2nc(-c3ccccn3)cs2)cc1 (stereo not drawn)
    -10%, ?, 12%[10 µM], ?, -2%, /, 5%
> COC(=O)C1=C(C)N(Cc2ccc3c(c2)OCO3)C(=O)C1
    -16%, 4%[9.22 µM], -45%[1.9 µM], -30%[46 µM], -29%, -3%, 6%
> CC(O)c1cc2c(cc1NC(=O)c1cnn3c1NC(c1ccco1)CC3C(F)(F)F)OCO2 (stereo not drawn)
    -3%, 1%, 3%, -6%, 5%, 8%, -2%
> COc1ccc(CCn2c(O)cc3nn(-c4nc5ccccc5s4)c(=O)c-3c2C)cc1
    -2%, 35%[9.22 µM], 10%[10 µM], /, -7%, /, /
> CC1CN(C(=O)c2cccc(COc3ccc(Br)cc3)c2)CC(C)O1 (stereo not drawn)
    -7%, 0%, -18%[0.074 µM], ?, 0%, 6%, 1%
> Cc1nc(NC(=O)c2ccccc2)sc1-c1csc(Nc2cccc(F)c2)n1
    -13%, ?, -55%[inhibitor], ?, -16%, -4%, -6%
> COc1cccc(-c2cncnc2NCc2cccs2)c1
    7%, /, -74%[inhibitor], ?, /, /, /
> COc1ccc(C(=O)Nc2nccs2)cc1OC
    1%, -4%, -15%, 13%, 2%, -1%, 1%
> COC(=O)C1=C(C)Nc2nc(-c3ccccc3)nn2C1c1ccc(C)o1 (stereo not drawn)
    -3%, ?, -2%, 2%, 2%, -7%, -7%[15.4 µM]
> CC(=O)Nc1ccc(S(=O)(=O)N2CCN(C(C)CCc3ccccc3)CC2)cc1 (stereo not drawn)
    -7%, -2%, -4%, -7%, 0%, -3%, -5%
> CCCn1c(SCC(=O)Nc2sc(C)c(C)c2C(=O)OCC)nc2c1c(=O)n(C)c(=O)n2C
    -5%, 8%, 8%, 2%, 3%, -4%, -6%
> COc1ccc(C2c3cc(OC)c(OC)cc3Cc3c4cc(OC)c(OC)cc4cc[n+]32)cc1OC (stereo not drawn)
    8%, /, -87%[inhibitor], /, /, -9%, /
> CCC(=O)Nc1ccc(C(=O)Nc2ccc(OC)cc2[N+](=O)[O-])cc1
    -1%, -10%, -1%[10 µM], -11%, 12%, 6%, 0%
> CN1CCCc2cc(C#N)c(=O)[nH]c21
    11%, -7%, -2%[10 µM], 12%, 3%, 16%, ?
> CCn1c(C(C)NC(=O)c2ccc(C)cc2)n[nH]c1=S (stereo not drawn)
    -15%, 0%, /, -3%, 7%, 2%, 0%
> CCOC(=O)N1CCC(NC(=O)C2=C(C)C(=O)OC23CCC(C)CC3)CC1 (stereo not drawn)
    -4%, -11%, -14%[10 µM], -10%, 6%, -2%, 3%
> OCCNCc1cc(Br)ccc1OCc1ccc(Cl)cc1
    -2%, 4%, -24%, 3%[0.0737 µM], 2%, 3%, 3%
> O=C(NCC(c1cccnc1)N1CCOCC1)c1ccco1 (stereo not drawn)
    2%, 13%, 17%, 7%, -5%, 1%, -6%
> COc1cccc(/C=N/NC(=O)CCCC(=O)Nc2ccc(Br)cc2)c1
    -1%, 19%, 34%[10 µM], -9%, -4%, -3%, 9%
> CC1=NN(C(=O)c2ccc(Cn3nc(C)c(Br)c3C)cc2)C(O)(C(F)(F)F)C1 (stereo not drawn)
    0%, -7%, /, -7%, -1%, -4%, 2%
> NCCCNCCCCNCCCNC(=O)CCc1ccc(O)cc1
    -8%[17.4 µM], /, -13%[10 µM], /, /, -6%[13.1 µM], /
> COc1cc(/C=C2\SC(=Nc3ccc(O)cc3)NC2=O)cc(OC)c1O
    3%, -11%, -26%, /, 3%, 9%, -10%
> O=C(O)[C@@H](O)c1ccccc1
    7%, /, /, 2%[46 µM], -5%, 10%, 6%[15.4 µM]
> COc1ccc(-c2ccc(C(c3c(C)[nH][nH]c3=O)c3c(C)[nH][nH]c3=O)o2)c([N+](=O)[O-])c1
    0%, -8%, 14%, ?, ?, -8%, 0%
> COc1ccc(CCCc2nnc(SCC(=O)Nc3ccc(OC)cc3)o2)cc1
    -7%, 14%, -19%, /, -6%, 2%, 8%
> COCCNC(=O)/C=C/c1c(Cl)cccc1Cl
    -9%, -10%, -23%[10 µM], 5%, 3%, 0%, -4%
> Cc1noc(C)c1-c1cncnc1NCCN1CCOCC1
    2%, /, -11%, 8%, /, /, /
> CCN(Cc1ccccc1)C(=O)COC(=O)c1cnc(C)cn1
    3%, 4%, -24%, /, 4%, -13%, 0%
> N#Cc1c(N)n(-c2ccc(N)cc2)c2nc3ccccc3nc12
    -1%, -15%[9.22 µM], -2%[10 µM], /, -4%, 3%, 4%[15.4 µM]
> CCOC(=O)N1CCC(NC(=O)Cn2cc3c(n2)CCCCC3)CC1
    -3%, -6%, -1%, -8%, 5%, 1%, 3%
> COc1ccccc1OCCCN1C(=O)C(=O)c2cccc(C)c21
    4%, 38%[9.22 µM], -9%[10 µM], /, 22%, -13%, ?
> CCOc1ccc(C(=O)NCCc2ccc3c(c2)OCCO3)cc1
    -2%, 5µM*, /, /, 30%, 21%, -14%
> COc1cc(/C=N\Nc2ccc([N+](=O)[O-])cc2)ccc1OCC(=O)Nc1ccc(C)c(C)c1
    -12%, -7%, -28%, ?, -2%, 0%, -1%
> COc1ccc(C(=O)NC2(C(F)(F)F)NC(=O)N(CCCc3ccccc3)C2=O)cc1OC (stereo not drawn)
    -4%, -2%, 33%[10 µM], ?, -3%, -2%, 2%

New compounds follow
Values in the order – aGlu spleen mod, HTT aggregate, HTT cytoprotect, LMNA splice mod, GAA glycogen, CBFb-RUNX1 inh, GAA inh
> c1ccc(-c2nnc(N3CCOCC3)c3ccccc23)cc1
    5%, -31%[9.22 µM], 0%[10 µM], /, -6%, 0%, 12%
> CC(=O)N/C(=C\c1ccccc1Cl)C(=O)O
    -6%, -1%, -6%[1.9 µM], 5%, 2%, 15%, 6%
> C=CCCCCCCCCC(=O)Nc1c[nH]c(=O)[nH]c1=O
    -2%, -11%, -28%, 15%, -1%, -2%, -2%
> COC(CNC(=O)C1CCCN1C(=O)OCc1ccccc1)OC (stereo not drawn)
    0%, -11%, 22%, /, -16%, -1%, 2%
> CC(/C=C/c1ccco1)=N/NC(=O)c1ccccc1Cl
    2%, 23%, 19%, 9%, 3%, 0%, -13%

Assay outcomes from PubChem.
